Screening data deposited in PubChem BioAssay by several laboratories.
E coli Lon inh – E. coli protease La inhibition | purified E. coli Lon protease, fluorescence polarization | inhibition, % at 7.94 µM | 360,000 compounds, 0.42% hits | AID 602123; in the data active = inhibition above about 13%, passing the limit was not always enough;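 also: 0% = enzyme with probe and DMSO and 100% = no enzyme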
MLLE-PAM2 inh – inhibitors of microRNA-mediated deadenylation, human PABP1 MLLE binding. P11940. GST-MLLE / FITC-PAM2 fluorescence polarization. inhibition, % at 20 µM. 360,000 compounds, 0.36% hits. AID 588489; in the data active = inhibition above about 35%, passing the limit was not always enough;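 also: plate controls were DMSO wells with GST-MLLE for no effect and wells lacking GST-MLLE protein for full effect; some results filed as inactive read as strong as hits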
Target sequence (P11940 whole entry, looked up): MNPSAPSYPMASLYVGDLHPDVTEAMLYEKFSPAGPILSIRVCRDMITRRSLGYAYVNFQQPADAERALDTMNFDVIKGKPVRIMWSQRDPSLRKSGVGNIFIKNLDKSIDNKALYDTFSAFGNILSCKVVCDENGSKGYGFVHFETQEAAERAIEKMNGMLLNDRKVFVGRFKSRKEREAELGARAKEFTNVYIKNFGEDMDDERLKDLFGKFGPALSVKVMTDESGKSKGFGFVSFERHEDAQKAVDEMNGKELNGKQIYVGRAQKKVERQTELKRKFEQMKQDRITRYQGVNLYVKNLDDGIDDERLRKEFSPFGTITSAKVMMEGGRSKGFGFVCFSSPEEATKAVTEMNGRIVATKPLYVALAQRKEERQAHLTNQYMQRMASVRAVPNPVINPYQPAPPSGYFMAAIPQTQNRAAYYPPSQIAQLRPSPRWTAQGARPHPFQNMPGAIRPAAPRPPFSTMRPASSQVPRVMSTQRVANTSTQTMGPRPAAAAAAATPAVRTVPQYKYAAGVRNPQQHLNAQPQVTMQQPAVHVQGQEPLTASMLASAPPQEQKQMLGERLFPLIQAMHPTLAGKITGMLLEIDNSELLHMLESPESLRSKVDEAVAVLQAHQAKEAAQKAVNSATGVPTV
Tb MetRS inh – Trypanosoma brucei MetRS inhibition. purified T. brucei MetRS, ATP depletion, Kinase-Glo luminescence. inhibition, % at 11.9 µM. 360,000 compounds, 0.4% hits;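 active = inhibition above a per-plate cutoff of the control wells' mean inhibition plus 3 SD, cut at about 5.5% in these data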;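 also: 0% = DMSO wells median and 100% = median of wells with control inhibitor compound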
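Test system – parasite MetRS enzyme · Reagent – substrates ATP, L-methionine and bulk Escherichia coli tRNA · Doses – 11.9 µM compound single dose, 0.9% DMSO · Times – 15 min enzyme-compound preincubation, 2 h reaction, 10 min detection, 25 °C · Signal – Kinase-Glo luminescence, ATP depletion format · Controls – DMSO-only wells as low control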
MT1-MMP act inh – MT1-MMP (human) activation inhibition. AID 651647. HT1080 RFP-PRO-GFP cells, GFP/RFP ratio fluorescence, overnight; percent of plate control window, DMSO zero. 360,000 compounds, 0.061% hits. GFP/RFP ratio change, % at 20 µM;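 active = GFP/RFP ratio change of at least 30% with cell ATP level not reduced by more than half and red fluorescence within 50% of control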; also: strong numbers were not always called active
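Test system: HT1080 cells expressing an RFP-PRO-GFP fluorescent reporter construct / Compound dosing: single-point 20 µM compound, 1% DMSO / Schedule: cells overnight before dosing, compound overnight, 37 °C, 5% CO2 / Evaluation: GFP/RFP fluorescence ratio / Control set: DMSO and RFP-L50D-GFP cell wells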
MsrA act – activates bovine MsrA enzyme | purified bovine MsrA, absorbance read-out | activation, % at 10.6 µM | 360,000 compounds, 0.3% hits; in the data active = activation above about 7.5%;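 also: 0% = vehicle and 100% = reference activator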
FAS TE block – blocks the thioesterase domain of human fatty acid synthase; P49327; recombinant FAS-TE, OMFH fluorogenic substrate, fluorescence endpoint; inhibition, % at 15 µM; 360,000 compounds, 0.67% hits;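 active = compounds whose normalised, plate-corrected inhibition of enzyme fluorescence in the single-dose primary screen is 50% or more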;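 also: 0% = DMSO with enzyme and 100% = substrate without enzyme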
CendR NRP1 mod – modulators of CendR peptide binding to human neuropilin-1; O14786; FAM-RPARPAR peptide binding to NRP-1, fluorescence polarization; inhibition, % at 25 µM; 360,000 compounds, 0.85% hits;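 active = inhibition or corrected inhibition above about 18%, plus a signal ratio from 0.5 to 1.5, limit read from the data, passing the limit was not always enough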; also: strong numbers were not always called active
SKN-1 block – blocks SKN-1 activity in C. elegans; AID 624304; 360,000 compounds, 0.49% hits; C. elegans VP596 Pgst-4::GFP/RFP ratio, acrylamide-induced, 24 h; inhibition, % at 21.8 µM;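 active = interference check ratio from 0.5 to 1.5 plus GFP to RFP signal ratio inhibition reaching or exceeding a fixed threshold, cut at about 30% in these data, passing the limit was not always enough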; also: some compounds called inactive have numbers as strong as hits
MsrA inh – inhibitors of bovine MsrA. purified bovine MsrA, absorbance read-out. inhibition, % at 15.5 µM. 360,000 compounds, 0.75% hits; in the data active = inhibition above about 4.5%;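 also: 0% = vehicle wells with enzyme and 100% = reference inhibitor wells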
* hit, by the source's call; / = not tested or not shown.

1	CCOC(=O)c1sc(NC(=O)CCc2ccc(OC)cc2)nc1C
2	CN(Cc1ccccc1)S(=O)(=O)c1ccccc1Br
3	COc1cc(C(=O)N2CCCN(C)CC2)cc(OC)c1C
4	N#CCc1nc(-c2cc3ccccc3oc2=O)cs1
5	CN(Cc1ccccc1)C(=O)[C@@H]1CCCN1C(=O)[C@@H]1CCCN1C(=O)OC(C)(C)C
6	COc1ccc(/C=N/Nc2ccccc2)cc1Cn1nc(C)c([N+](=O)[O-])c1C
7	CC(C)(C)C(=O)/C=C/c1ccc(Oc2ccccc2)cc1
8	CCOc1ccc(-c2nc3c(s2)CCc2onc(-c4ccc(OC)cc4)c2-3)cc1
Screen / compound no.,1,2,3,4,5,6,7,8
E coli Lon inh,1,-12,2,-2,0,-4,11,-2
MLLE-PAM2 inh,-11,5,9,-13,/,18,2,12
Tb MetRS inh,-0.6,-0.1,0.5,-0.2,-0.1,-0.4,-0.3,-0.3
MT1-MMP act inh,1,3,3,-9,2,-9,-7,-7
MsrA act,-2,-3,-3,-4,-2,-3,0,-2
FAS TE block,-5,12,-5,2,-11,8,12,25
CendR NRP1 mod,-2,-5,-1,8,12,-4,2,11
SKN-1 block,17,3,-5,0,7,18,16,-9
MsrA inh,0.8,0.6,-0.1,2.5,-0.5,-0.3,1.1,-1.1

9	Cc1cccc(OC(C)c2ccnc3nc(/N=C/N(C)C)nn23)c1 (stereo not given)
10	CN(C)S(=O)(=O)c1ccc(C(=O)Nc2ccn(C)n2)cc1
11	COc1cccc(CN(C)C(=O)c2cc(COc3ccc4ncccc4c3)on2)c1
12	COc1ccccc1C(=O)C1CCCN(C(=O)c2ccccc2C(C)=O)C1 (stereo not given)
13	CN1C(=O)C(O)(CC(=O)c2cccc(-n3cccc3)c2)c2ccccc21 (stereo not given)
14	Cc1ccc(S(=O)(=O)N2CCCCC2)cc1NC(=O)CN1C(=O)c2ccccc2S1(=O)=O
15	O=C(CSc1nnc(-c2cccnc2)o1)Nc1cccc(Cl)c1
16	COc1cccc(NC(=O)CN(C)S(=O)(=O)c2ccc(C)cc2)c1
Screen / compound no.,9,10,11,12,13,14,15,16
E coli Lon inh,1,-4,-1,0,-5,-4,5,-4
MLLE-PAM2 inh,3,-37,3,-6,-11,-17,3,5
Tb MetRS inh,-0.5,-0.5,0.1,0.7,-0.2,0.1,-0.3,0.3
MT1-MMP act inh,1,0,-1,5,-3,2,1,2
MsrA act,-1,1,0,-2,-4,-1,0,1
FAS TE block,-6,-6,9,-4,2,5,1,2
CendR NRP1 mod,4,-11,2,-3,-7,-3,3,12
SKN-1 block,2,6,2,-4,-9,-1,11,-1
MsrA inh,4.0,-0.1,0.2,0.8,0.8,0.5,-1.6,0.9

17	COc1ccc(S(=O)(=O)N/N=C/c2ccc(OCCN3CCOCC3)c(OC)c2)cc1
18	Cc1csc(N(C(=O)c2cccc(S(=O)(=O)N(C)C)c2)c2ccccc2)n1
19	CCOC(=O)Cc1nnc(-c2ccccc2)o1
20	Cc1ccc(C2c3c(oc4cc(C)c(C)cc4c3=O)C(=O)N2CCCN2CCOCC2)cc1 (stereo not given)
21	Cc1ccc(S(=O)(=O)N2CCN(Cc3cccnc3)CC2)cc1
22	COc1ccc(CCC(=O)NCC23CC4CC(CC(C4)C2)C3)cc1
23	O=C(Cn1cccc1C(=O)c1ccccc1)NCCN1CCOCC1
24	Cc1ccc(NC(=O)c2cc(-c3cc(C)c(C)cc3O)n[nH]2)cc1C
Screen / compound no.,17,18,19,20,21,22,23,24
E coli Lon inh,-8,-9,1,-6,-6,1,1,-4
MLLE-PAM2 inh,-53,-17,-12,6,12,7,-9,8
Tb MetRS inh,-0.3,-0.8,-0.3,-0.7,-0.1,-0.3,-1.1,-0.8
MT1-MMP act inh,2,-1,1,0,-2,4,5,2
MsrA act,1,-5,2,-1,-1,1,-8,-9
FAS TE block,-7,10,2,14,-5,4,-8,-3
CendR NRP1 mod,9,7,-5,-7,6,12,-20,1
SKN-1 block,25,2,-13,-2,21,3,-16,5
MsrA inh,3.7,0.0,0.3,0.4,-0.7,1.3,0.0,-0.1

25	COCCCNC(=O)/C=C/c1c(Cl)cccc1Cl
26	CC(C)c1[nH]nc2c1C(C(C)C)C(C#N)=C(N)O2 (stereo not given)
27	COC(=O)c1[nH]c2cccc(Cl)c2c1NC(=O)CN1CCCCC1C (stereo not given)
28	O=C(CNS(=O)(=O)c1ccc(Cl)cc1)NC1CCCCC1
29	OC1c2cc(Br)ccc2N=C2CCCCCN21 (stereo not given)
30	CCOC(=O)C1CCN(c2c(NCCN3CCN(c4ccccc4)CC3)c(=O)c2=O)CC1
31	O=C(N/N=C/c1ccco1)c1ccc(NC(=O)c2ccccc2Cl)cc1
32	CC1CCCC(NS(=O)(=O)c2cccc3nsnc23)C1C (stereo not given)
Screen / compound no.,25,26,27,28,29,30,31,32
E coli Lon inh,-3,0,-3,-4,4,5,1,8
MLLE-PAM2 inh,-45,6,-15,2,-1,-5,13,2
Tb MetRS inh,-0.8,-0.2,0.1,-0.2,-0.8,0.1,-0.1,-0.6
MT1-MMP act inh,0,-5,4,-3,2,-2,-1,3
MsrA act,-3,-1,-2,-4,-3,-2,-6,-6
FAS TE block,-8,-2,-4,-8,-4,-7,-3,15
CendR NRP1 mod,4,1,6,13,-8,-7,5,-2
SKN-1 block,4,-1,4,-2,7,11,7,-3
MsrA inh,-0.2,-0.8,-0.5,-0.2,0.6,0.2,3.6,0.3

33	CC1=C(C(=O)N2CCOCC2)CC(CC(=O)NCc2cccc3ccccc23)C(=O)N1Cc1ccc(F)cc1 (stereo not given)
34	c1ccc(-c2ncc3c(ccc4ccccc43)n2)cc1
35	CCOC(=O)[C@]12CCCC=C1N(Cc1cccc3ccccc13)C(=O)[C@H](CC(=O)NCc1cccs1)C2
36	COC(=O)c1ccc(CSc2nc3c(cnn3-c3ccc(C)c(C)c3)c(=O)[nH]2)o1
37	COC(=O)c1cccc(S(=O)(=O)N2CCC(NC(=O)NC34CC5CC(CC(C5)C3)C4)CC2)c1
38	Cc1sc(NC(=O)c2ccccc2F)c(CN2CCCCC2)c1C
39	CC1(C)NC(=O)N(CCCCOc2ccc3ccccc3c2Cl)C1=O
40	Nc1n[nH]c2ccccc12
Screen / compound no.,33,34,35,36,37,38,39,40
E coli Lon inh,-3,4,-1,1,3,-1,-7,3
MLLE-PAM2 inh,-3,-6,/,5,-5,23,-11,8
Tb MetRS inh,-0.9,-0.3,-0.1,-0.6,0.1,0.7,-0.1,-0.5
MT1-MMP act inh,3,-6,-3,-7,7,0,3,-5
MsrA act,-6,1,6,-4,-1,-1,-2,-4
FAS TE block,1,-3,17,-1,23,17,7,2
CendR NRP1 mod,-11,-1,-13,1,5,-5,-10,2
SKN-1 block,2,-6,2,3,8,4,-12,-1
MsrA inh,0.9,0.3,-0.8,-0.7,0.8,-1.4,1.2,1.1

Full records as entered above.
COC(=O)c1ccc(CSc2nc3c(cnn3-c3ccc(C)c(C)c3)c(=O)[nH]2)o1 is listed as E coli Lon inh = 1; MLLE-PAM2 inh = 5; Tb MetRS inh = -0.6; MT1-MMP act inh = -7; MsrA act = -4; FAS TE block = -1; CendR NRP1 mod = 1; SKN-1 block = 3; MsrA inh = -0.7
CC1=C(C(=O)N2CCOCC2)CC(CC(=O)NCc2cccc3ccccc23)C(=O)N1Cc1ccc(F)cc1 (stereo not given) is listed as E coli Lon inh = -3; MLLE-PAM2 inh = -3; Tb MetRS inh = -0.9; MT1-MMP act inh = 3; MsrA act = -6; FAS TE block = 1; CendR NRP1 mod = -11; SKN-1 block = 2; MsrA inh = 0.9

(cont.)
41	COc1ccccc1C(=O)NC(=O)COC(=O)CNC(=O)c1ccc(Cl)cc1Cl
42	Cc1ccc(C)c(OCc2nnc(NC(=O)c3ccc4c(c3)OCO4)s2)c1
43	Cc1ccc(Sc2nc(-c3ccccc3)nnc2C(F)(F)F)cc1
44	CC(=O)c1ccc(N2CCN(CC(=O)NC(=O)NCc3ccccc3)CC2)cc1
45	c1csc(-c2ccc(N3CCOCC3)nn2)c1
46	COc1ccc(CCNC(=O)Cn2nnc(-c3cccs3)n2)cc1OC
47	CCN(CC)C(c1ccc(C)cc1)c1nnnn1C1CCCCC1 (stereo not given)
48	NNc1nc2c(F)cccc2s1
Screen / compound no.,41,42,43,44,45,46,47,48
E coli Lon inh,3,-4,-8,-13,0,-5,-11,4
MLLE-PAM2 inh,-8,-11,24,-2,7,-1,17,22
Tb MetRS inh,0.6,-0.2,-0.1,-0.2,-3.8,-1.2,-0.7,-0.5
MT1-MMP act inh,7,8,-9,0,2,2,-14,6
MsrA act,1,0,-2,-1,-1,-8,0,-2
FAS TE block,-6,-2,24,0,-1,-6,6,-8
CendR NRP1 mod,6,6,-13,-2,4,1,1,-12
SKN-1 block,12,8,-11,3,2,10,12,3
MsrA inh,0.5,0.8,1.3,0.2,1.5,-0.6,-0.3,0.4

Single entries from the results shown:
`Cc1ccc(C)c(OCc2nnc(NC(=O)c3ccc4c(c3)OCO4)s2)c1` @ CendR NRP1 mod: 6
`Cc1ccc(Sc2nc(-c3ccccc3)nnc2C(F)(F)F)cc1` @ MsrA inh: 1.3
`COc1ccc(CCNC(=O)Cn2nnc(-c3cccs3)n2)cc1OC` @ E coli Lon inh: -5
`CC(=O)c1ccc(N2CCN(CC(=O)NC(=O)NCc3ccccc3)CC2)cc1` @ Tb MetRS inh: -0.2
`NNc1nc2c(F)cccc2s1` @ FAS TE block: -8

(continued)
49	CCNc1nc(C)nc2c1oc1ccccc12
50	COc1ccc(NC(=O)c2ccccc2N(Cc2ccccc2)S(C)(=O)=O)c(OC)c1
51	O=S(N1CCc2ccccc21)C12CC3CC(CC(C3)C1)C2 (stereo not given)
52	CCNc1nc(NCC)n2c(SCC(=O)c3ccccc3F)nnc2n1
53	COc1ccccc1-c1csc(C(C)(O)c2ccccc2)n1 (stereo not given)
54	CCOC(=O)C1=C(c2ccccc2)OC(N)=C(C#N)C1c1cccs1 (stereo not given)
55	Cc1cccc(NC(=O)CSc2nnc(-c3ccco3)o2)c1
56	C/C(=C1/SC(N2CCOCC2)=NC1=O)c1ccc(Cl)cc1
Screen / compound no.,49,50,51,52,53,54,55,56
E coli Lon inh,-11,3,-9,10,-3,1,0,-5
MLLE-PAM2 inh,0,4,14,-100,2,16,-13,5
Tb MetRS inh,-0.5,-0.2,-0.5,-0.4,0.5,-0.3,0.1,-0.6
MT1-MMP act inh,6,-1,1,-2,1,2,-1,-1
MsrA act,-3,0,0,-1,0,-6,-1,-1
FAS TE block,-5,2,16,-7,13,8,-9,-2
CendR NRP1 mod,0,13,-8,5,16,1,4,1
SKN-1 block,-7,-4,-5,3,15,10,7,11
MsrA inh,-0.1,0.2,0.7,0.1,0.7,0.8,/,0.4

57	Cc1nc2c3ccccc3[nH]c(=O)n2n1
58	CC(C)(C)/C=N/NC(=O)C1CC1
59	CC(=O)Nc1cccc(Oc2ccc([N+](=O)[O-])cc2Cl)c1
60	CCN(CC)c1ccc(/C=N/NC(=O)CC(C)C)cc1
Screen / compound no.,57,58,59,60
E coli Lon inh,4,-10,-2,3
MLLE-PAM2 inh,1,18,-2,-1
Tb MetRS inh,-0.1,-0.5,-0.6,-0.1
MT1-MMP act inh,-1,6,/,0
MsrA act,0,-7,-14,-3
FAS TE block,-4,-6,-5,-2
CendR NRP1 mod,-5,10,-8,-2
SKN-1 block,2,-16,-3,2
MsrA inh,1.1,-0.7,-1.2,5.6*
